BLM helicase inh – inhibitors of human Bloom syndrome helicase BLM | P54132 | recombinant BLM DNA unwinding, fluorescence dequenching | Potency, µM (series often up to 56.1 µM), for inactives: top-dose activity change, negative = inhibition, most hits filed as inhibitors | hit rate 0.2% among 350,000;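 note: potency is the fitted concentration of half-maximal effect; plate controls were vehicle for no effect and no enzyme for full effect; nearly all actives have a fitted effect of over 35% in size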
APEX1 inh – blocks human APE1 abasic DNA cleavage | P27695 | recombinant APE1, TAMRA/BHQ-2 abasic DNA cleavage fluorescence | Potency, µM (titrated, usually from 65.8 µM), inactives show at the top dose activity change, negative = inhibition, actives largely listed as inhibitors | hit rate 0.35% among 350,000 | AID 2517;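 note: potency is the fitted concentration of half-maximal effect; plate controls were vehicle for no effect and reference inhibitor for full effect; nearly all actives have a fitted effect of over 55% in size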
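Endonuclease cleavage of a quenched abasic-site DNA duplex (50 nM) by APE1 (0.75 nM) was tracked by TAMRA dequenching. Compounds were preincubated with enzyme 15 min at room temperature; data normalized to buffer-only and DMSO wells plus NSC13755 control.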
GRP78 ERSR act – ER stress response induction in glioma; U87-MG GRP78 promoter luciferase reporter, 16 h; Potency, µM, without a hit: at the highest dose activation, usual class: activators; hit rate 0.02% among 420,000; AID 602332; note: potency is the fitted concentration of half-maximal effect; series mostly up to about 76 µM; % of control where 0% means no effect; nearly all actives have a fitted effect of over 35% in size
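ERSR induction read as luciferase luminescence (Bright-Glo, 10 min at room temperature) in stably transfected human U87-MG glioma cells exposed to compounds for 16 h, using GRP78 as sensor.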
POLK inh – inhibitors of human DNA polymerase kappa. purified Pol kappa, fluorescent DNA synthesis assay, 10 min. Potency, µM (series often up to 107 µM), for inactives: at the highest dose activity, negative = inhibition, most hits filed as inhibitors. hit rate 0.53% among 400,000. AID 588579; note: potency is the fitted concentration of half-maximal effect; % is set by controls: 0 for no effect and ±100 for the full control effect
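Fluorescent qHTS in 1536-well format: enzyme (10 nM) and compound sat 15 min at room temperature before 50 nM substrate (final) was added. Signal taken at 0 and 10 min; no-enzyme buffer wells were negative controls.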
LDHA inh – blocks human lactate dehydrogenase A; P00338; purified LDHA, NADH/diaphorase-resazurin fluorescence; active compounds read low; activity change, % (values are at about 110 or 230 µM); hit rate 0.15% among 480,000; in the data active = activity change below about -30%; inconclusive = mostly about -25% to -30%;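 note: plate controls were DMSO wells for no effect and wells without enzyme for full effect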
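Remaining NADH was detected by diaphorase (0.133 mg/mL) converting 37 µM resazurin to fluorescent resorufin, read at 0 and 20 minutes. The preceding 5-minute room-temperature reaction used 2 nM LDHA, 0.2 mM sodium pyruvate and 0.06 mM NADH at pH 7.4.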
Pol iota inh – inhibitors of human DNA polymerase iota; Q9UNA4; Pol iota fluorescent replication assay, 10 min; Potency, µM (top dose mostly 115 µM), inactives show at the top dose activity, negative = inhibition, usual class: inhibitors; hit rate 1% among 390,000; AID 588590; note: potency is the fitted concentration of half-maximal effect
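Fluorescent replication assay read twice, at 0 min and 10 min after adding 50 nM (final) substrate. Enzyme (10 nM) and compounds were first incubated 15 min at room temperature; enzyme-free buffer wells were negative controls.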
Pol beta inh – blocks human DNA polymerase beta activity | P06746 | Pol beta primer extension/strand displacement, fluorescence kinetic | Potency, µM (titrated, usually from 114 µM), without a hit: at the highest dose activity change, negative = inhibition, usual class: inhibitors | hit rate 1.3% among 340,000 | AID 485314; note: potency is the fitted concentration of half-maximal effect; % is set by controls: 0 for no effect and ±100 for the full control effect
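Pol beta (10 nM) and compounds were preincubated 15 min at room temperature, then 50 nM substrate (final) started primer extension/strand displacement. Reads were taken at 0 and 10 min; concentration-response data were fitted to a four-parameter Hill equation.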
Anesthetic bind – candidate novel general anesthetic via apoferritin binding | P02791 | apoferritin/1-aminoanthracene competitive binding, fluorescence | Potency, µM (titrated, usually from 77.5 µM), inactives show at the highest dose activity change, negative = displacement, actives largely listed as inhibitors | hit rate 0.074% among 350,000 | AID 485281; note: potency is the fitted concentration of half-maximal effect; % is set by controls: 0 for no effect and ±100 for the full control effect; nearly all actives have a fitted effect of over 20% in size
Target sequence (P02791 2-175 limits assumed): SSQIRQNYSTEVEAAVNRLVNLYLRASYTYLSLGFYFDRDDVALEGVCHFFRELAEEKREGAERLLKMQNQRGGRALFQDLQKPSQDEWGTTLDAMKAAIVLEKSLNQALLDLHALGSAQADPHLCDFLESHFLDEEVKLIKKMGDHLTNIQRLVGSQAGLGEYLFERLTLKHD
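Probe: 1-aminoanthracene (50% saturated, PBS). Protein: horse-spleen apoferritin, 10 uM. Incubation: 10 min, room temperature. Detection: 380 nm excitation, 535 nm emission. Analysis: normalized response, four-parameter Hill.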
POLH inh – blocks human DNA polymerase eta activity; hit rate 1.2% among 390,000; Potency, µM (titrated, usually from 114 µM), for the others: top-dose activity change, negative = inhibition, most hits filed as inhibitors; recombinant Pol eta, fluorescent DNA replication assay; Q9Y253; AID 588591; note: potency is the fitted concentration of half-maximal effect; % is set by controls: 0 for no effect and ±100 for the full control effect
Target sequence (Q9Y253 whole entry, looked up): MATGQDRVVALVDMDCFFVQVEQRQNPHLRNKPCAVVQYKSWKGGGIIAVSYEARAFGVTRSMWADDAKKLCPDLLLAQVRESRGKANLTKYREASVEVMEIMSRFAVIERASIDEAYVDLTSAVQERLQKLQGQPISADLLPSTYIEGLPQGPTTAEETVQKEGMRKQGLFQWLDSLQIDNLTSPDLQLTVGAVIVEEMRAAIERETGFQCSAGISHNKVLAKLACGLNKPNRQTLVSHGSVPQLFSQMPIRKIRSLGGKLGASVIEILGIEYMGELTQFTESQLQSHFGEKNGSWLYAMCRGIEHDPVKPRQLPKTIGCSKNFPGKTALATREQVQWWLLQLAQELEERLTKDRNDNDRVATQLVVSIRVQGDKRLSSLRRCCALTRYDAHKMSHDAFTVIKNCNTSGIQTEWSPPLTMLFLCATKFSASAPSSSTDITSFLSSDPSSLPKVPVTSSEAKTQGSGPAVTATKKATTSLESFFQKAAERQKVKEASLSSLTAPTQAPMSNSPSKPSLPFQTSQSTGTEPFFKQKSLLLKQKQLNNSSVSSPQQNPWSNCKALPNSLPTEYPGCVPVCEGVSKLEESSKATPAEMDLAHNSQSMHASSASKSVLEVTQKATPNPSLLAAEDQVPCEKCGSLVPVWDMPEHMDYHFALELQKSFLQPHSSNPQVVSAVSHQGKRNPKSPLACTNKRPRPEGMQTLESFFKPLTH
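Pol eta at 10 nM preincubated with compounds 15 min at room temperature; reaction started with fluorescent substrate (50 nM final) and read kinetically at 0 and 10 min.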
* marks the source's active call; other numbers are inactive results; ? = inconclusive; / = not tested or not shown; & = joins results of further samples; [ ] = another dose, or the depositor's remark. Unless noted, calls come from the whole dose curve; as a rule, active = well fitted curve in the direction sought with a large enough effect; inconclusive = small, poorly fitted or top-dose-only effect, or another doubt; inactive = no such curve, though single readings can be large; an effect the other way counts as inactive or inconclusive. The list is partial; count on the stated rates, not on these rows.

SMILES	BLM helicase inh	APEX1 inh	GRP78 ERSR act	POLK inh	LDHA inh	Pol iota inh	Pol beta inh	Anesthetic bind	POLH inh
C[C@@H](C(=O)Nc1ccc2ccccc2c1)[C@H]1C[C@]1(C)[C@H](NP(=O)(c1ccccc1)c1ccccc1)c1ccccc1	-5%&-5%	-5%&-5%	/	/	/	/	2%	4%&0%	/
Cc1ccc(C)c(SCC(=O)Nc2cc(S(=O)(=O)N3CCOCC3)ccc2C)c1	/	-12%	1%	-11%	-7	6%	/	/	-3%
O=C(NNc1cccc(Cl)n1)Nc1ccc(F)cc1	1%	2%	-3%	7%	3	21%	6%	-9%	-6%
COc1ccc(C)cc1NC(=O)C(CCSC)NS(=O)(=O)c1ccc2c(c1)oc(=O)n2C (configuration not stated)	-7%	/	-4%	-2%[60.1 µM]	-3	19%	1%	2%	-23%
O=C(NNS(=O)(=O)c1ccccc1[N+](=O)[O-])c1ccncc1	0%	10%	-7%	-3%	-2	-1%	74%	-7%	-4%
Cn1c(CNC(=O)CNC(=O)c2ccccc2)cc(=O)n(C)c1=O	-2%	11%	-2%	0%	1	28%	28%	3%	-3%
CCCOc1ccc(C(=O)Nc2ccccc2[N+](=O)[O-])cc1	/	/	-5%	-14%	-5	6%	/	/	-3%
CCCCCC(C)n1[nH]c(=O)cc1N (configuration not stated)	-5%	0%	-6%	-1%	-7	-4%	18%	-14%	1%
CSc1cccc(NC(=O)COc2cccc3ccccc23)c1	-5%	0%	-4%	-5%	-3	-19%	23%	0%	-14%
CCN(CC(=O)Nc1ccc(OC)cc1)C(=O)c1ccc2[nH]c3c(c2c1)CC(C)CC3 (configuration not stated)	/	-19%	-4%	-7%	-4	0%	/	/	-15%
O=C(/C=C/c1ccccc1)CC(=O)c1ccccc1O	-10%	-3%	6%	-29%	-3	14%	2%	-8%	-17%
CN(CC(=O)N1CCN(c2ccccc2F)CC1)S(=O)(=O)c1cnc[nH]1	-1%	-1%	-3%	-6%	-3	-13%	2%	-2%	15%
COc1cc2c(cc1OC)C(C(=O)NCc1cccnc1)C(c1cccnc1)N(C)C2=O (configuration not stated)	0%	1%	-5%	-9%	-1	19%	27%	-3%	15%
CCOC(=O)[C@H]1[C@H]2COc3ccc(C)cc3[C@@H]2N2C(=O)CN(Cc3ccc(F)cc3)C(=O)[C@@]12C	/	9%	-1%	0%	5	8%	/	/	-6%
Cc1nnc(NC(=O)Cc2cccs2)s1	-9%	-11%	-1%	?	-18	45µM*	35µM*	-11%	?
CN(C)S(=O)(=O)c1ccc(N/C=C(\[N+](=O)[O-])S(=O)(=O)c2ccccc2)cc1	-2%	-12%	-3%	-9%	-2	97%[activator]	0%	-9%	-16%
O=C(NCC1CCCO1)c1cccc2ccccc12 (configuration not stated)	0%	7%	-3%	7%	-6	63%[activator]	26%	-2%	-10%
COc1ccc(Nc2nc(N3CCCCC3)c3ccccc3n2)cc1	-27%	5%	?	-17%	2	11%	12%	-14%	-13%
CCN1C(=O)CSC1=Nc1ccc(C(=O)O)cc1	-2%	43%	-1%	4%	1	12%	14%	-4%	-7%
COc1ccc(-n2c(=O)cnc3cnc(N(C)C)nc32)cc1	3%	0%	-3%	1%[60.1 µM]	/	/	/	/	/

Of the compounds above, 2 have an aryl thioether with sulfur outside any ring.
SMILES	BLM helicase inh	APEX1 inh	GRP78 ERSR act	POLK inh	LDHA inh	Pol iota inh	Pol beta inh	Anesthetic bind	POLH inh
Cc1ccc(C)c(SCC(=O)Nc2cc(S(=O)(=O)N3CCOCC3)ccc2C)c1	/	-12%	1%	-11%	-7	6%	/	/	-3%
CSc1cccc(NC(=O)COc2cccc3ccccc23)c1	-5%	0%	-4%	-5%	-3	-19%	23%	0%	-14%

Later entries:
SMILES	BLM helicase inh	APEX1 inh	GRP78 ERSR act	POLK inh	LDHA inh	Pol iota inh	Pol beta inh	Anesthetic bind	POLH inh
CCc1c(C)nc(N)n2c(SCC(=O)Nc3ccccc3)nnc12	-1%	-1%	-1%	-8%	-10	3%	1%	-6%	8%
Cc1cc(C)n(-c2nc(C(F)(F)F)nc3ccccc23)n1	2%	-2%	-4%	-10%	-4	-1%	1%	-1%	-3%
COc1cc(OC)cc(-c2c(-c3ccc(F)cc3)c3cc(Br)ccc3n2C)c1	/	10%	-3%	-1%	-5	5%	/	/	-22%
Cc1cccc(OCCCC(=O)Nc2ccc(S(=O)(=O)Nc3onc(C)c3C)cc2)c1	-2%	-4%	-5%	-6%	-7	-2%	56%	-7%	-18%
COc1cccc(CN(CC(=O)NCc2ccccc2)C(=O)c2csnn2)c1	-2%	38%	-5%	-9%	-3	9%	21%	-5%	-15%
Cc1ccc(C(=O)N/C(=C\c2ccc(-c3ccc(Br)cc3)o2)C(=O)NCCCN(C)C)cc1	42%[activator]	0%	-15%	-7%	0	8%	0%	-22%	-18%
CC1=C(C(=O)OCc2ccccc2)C(c2ccccc2Cl)NC(=O)N1CCCCCC(=O)O (configuration not stated)	0%	37%	0%	10%	-5	24%	3%	2%	-12%
O=C(CC(NC(=O)c1ccccc1)c1ccccc1)Nc1ccc(F)c(F)c1 (configuration not stated)	-5%	-8%	-5%	-3%	-11	34%[activator]	-9%	-2%	-21%
N#Cc1ccc(NC(=O)Cn2cnc([N+](=O)[O-])c2)cc1	-6%	16%	-4%	-2%	-2	?	17%	-4%	-4%
Cc1ccc(/C=C/C(=O)OCC(=O)N(CC(C)C)c2c(N)n(Cc3ccccc3)c(=O)[nH]c2=O)o1	/	-25%	-1%	-9%	-6	?	/	/	-10%
Cc1nc(CN2CCCC2=NC#N)n(-c2ccccc2)n1	-1%	-3%	-5%	-4%	-1	1%	1%	-13%	-16%
CC(NC(=O)c1ccccc1F)c1nnc(SCC(=O)NC2=NCCS2)n1C (configuration not stated)	-2%	17%	-3%	1%	-2	22%	0%	-10%	2%
CCOC(=O)c1cc2sc(C)cc2n1CC(=O)N1CCN(C(=O)c2ccco2)CC1	-3%	16%	-3%	-5%	-5	5%	23%	-10%	7%
COc1ccc(Cl)cc1N(C(=O)Nc1cccc(Cl)c1)C1=NCC(C)S1 (configuration not stated)	-3%	2%	-1%	-5%	-3	14%	24%	1%	-7%
Cc1ccc(S(=O)(=O)N(C)c2ccc(OCC(=O)Nc3nc4ccccc4s3)cc2)cc1	-5%	1%	-4%	-6%	5	274%[activator]	1%	-9%	-11%
Cc1ccsc1C(=O)N1CCN(S(=O)(=O)c2cccc(F)c2)CC1	/	12%	-4%	-12%	-6	15%	/	/	-3%
COC(=O)C1=C(C)N(Cc2ccccc2)C(=NCCCOC(C)C)N[C@H]1c1ccccc1	/	-1%	-6%	2%	-5	24%	/	/	-20%
O=[N+]([O-])c1ccc(NN=C(c2ccccc2)c2ccccc2)nc1	/	/	0%	-8%	-7	9%	/	/	-16%
O=C(NNC(=O)C1CCN(Cc2cccc(F)c2)CC1)c1cccs1	-4%	20%	-3%	-8%	-7	134%[activator]	41%	-7%	-19%
NC(=O)c1ccccc1OCC(=O)O	0%	0%	-3%	-1%	-4	4%	-2%	-4%	-12%
CC(C)c1ccccc1NC(=O)COC(=O)COc1ccccc1[N+](=O)[O-]	-2%	-5%	-3%	7%	-6	31%[activator]	?	-12%	-13%
COc1ccc(S(=O)(=O)NCc2ccco2)cc1N(C)S(=O)(=O)c1ccccc1	-5%	-3%	-5%	-14%	-5	103%[activator]	?	-8%	-18%
Cc1cccc(/C(N)=N/OC(=O)Cc2cccs2)c1	-4%	-4%	11%	-8%	1	15%	3%	?	?
Cc1cc(NC(=O)CCSc2ccc(Cl)cc2)no1	-6%	-4%	-1%	8%	-6	79%[activator]	-6%	-22%	-2%
Cc1ccc(-c2csc3nc[nH]c(=S)c23)cc1	-12%	-5%	5%	0%	4	16%	0%	-3%	-23%
COc1ccccc1CN1CCN(C2CCN(C(=O)NC(C)C)CC2)C(=O)C1=O	0%	/	-1%	-8%[60.1 µM]	-4	38%[activator]	1%	44%[activator]	-14%
COc1ccc(CNC(=O)C(C)N=C2NS(=O)(=O)c3ccccc32)cc1OC (configuration not stated)	0%	6%	-4%	-2%	-9	40%[activator]	12%	-13%	4%
CC(=O)N1c2ccc(S(=O)(=O)N3CCC(C(=O)N4CCN(c5cccc(C(F)(F)F)c5)CC4)CC3)cc2CC1C (configuration not stated)	-7%	43%	-4%	-14%	-3	31%[activator]	0%	0%	-7%
O=C1NC2(CCCCC2)C(=O)N1CC(=O)N1CCc2ccccc21	/	36%	1%	-13%	-4	-7%	/	/	-2%
CN(C)S(=O)(=O)c1cccc(C(=O)NCC2CCCO2)c1 (configuration not stated)	0%	5%	-5%	0%	-8	4%	11%	-5%	-25%
O=S(=O)(NCC(c1ccco1)N1CCN(c2ccccc2)CC1)c1ccccc1 (configuration not stated)	-5%	/	-4%	-6%[60.1 µM]	1	5%	-20%	-16%	-1%
O=C(Nc1cccnc1)c1ccccc1O	8%	-3%	-1%	-3%	14	6%	-1%	-6%	1%
COc1ccc2oc(=O)c(-c3nc(-c4cc(OC)c(OC)c(OC)c4)no3)cc2c1	-2%	/	-3%	5%	-2	29%	1%	-3%	8%
Cc1ccccc1C(=O)Nc1nnc(S(=O)(=O)N2CCCc3ccccc32)s1	-5%	/	5%	3%	4	25%	4%	-7%	?
COCCOC(=O)C1=C(C)NC2=C(C(=O)CCC2)C1c1cc2c(cc1Br)OCO2 (configuration not stated)	-1%	1%	-2%	1%[60.1 µM]	-2	?	31%	4%	9%
S=c1[nH]nc(-c2n[nH]c3c2CCC3)n1/N=C/C=C/c1ccco1	-7%	?	-2%	79µM*	1	?	40µM*	-14%	25µM*
CCOc1ccc(NC(=O)Cn2cc(C(C)=O)c3ccccc32)cc1	-3%	41%	-1%	11%	-9	14%	1%	4%	-11%
Cc1ccccc1NC(=O)CN1CCc2ccccc2C1	0%	13%	-1%	2%	-6	36%[activator]	9%	-10%	-18%

Screens: PubChem, National Center for Advancing Translational Sciences (NCATS)
